# AddAB inh – less growth of phage-infected E. coli with AddAB; E. coli expressing H. pylori AddAB, absorbance growth; inhibition, % at 11.9 µM; 330,000 tested, 0.29% active; AID 435030; in the data active means inhibition above about 12%;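 further: 0% = vehicle wells of infected cells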
# HTR5A inv ctr – HTR5A inverse agonism, opioid heterodimer counter-screen. P47898. HTR5A cell line, luminescence. inhibition, % at 9.3 µM. AID 504634. 340,000 tested, 0.083% active; in the data active means inhibition mostly above about 23%, no sharp cut-off; inactive means mostly below about 18%;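 further: 0% = cells with DMSO and 100% = no-cell wells with DMSO; some compounds called inactive have numbers as strong as hits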
# Target sequence (P47898 whole entry, looked up): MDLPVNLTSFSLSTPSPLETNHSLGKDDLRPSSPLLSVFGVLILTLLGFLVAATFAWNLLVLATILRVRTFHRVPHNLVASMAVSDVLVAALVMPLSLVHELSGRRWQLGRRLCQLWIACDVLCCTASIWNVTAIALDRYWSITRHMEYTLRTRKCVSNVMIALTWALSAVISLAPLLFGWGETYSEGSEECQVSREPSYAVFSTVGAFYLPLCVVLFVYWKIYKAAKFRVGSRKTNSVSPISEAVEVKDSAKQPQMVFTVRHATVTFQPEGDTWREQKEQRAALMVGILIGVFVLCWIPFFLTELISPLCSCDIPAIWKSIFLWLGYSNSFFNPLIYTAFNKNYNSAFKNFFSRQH
# PKA-R1A activ – PKA-R1A complex activation. P00514+P68181. PKA-R1A dissociation, Cy5-IP20 fluorescence polarization; scaled: DMSO 0%, 113 µM cGMP 100%. activation, % at 11.4 µM. 340,000 tested, 0.083% active;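 active means percent activation above the mean of all tested compounds plus 3 SD, cut at about 19% in these data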;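 further: higher means more PKAc released from R1A so a rise in polarization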
# Mot1-301 SUMO – inhibitors of SUMOylation pathway: yeast Mot1-301 growth rescue | S. cerevisiae Mot1-301 growth rescue, ATP luminescence, 38.5C; percent above DMSO median, 100 means doubled | growth rescue, % at 18.8 µM | 320,000 tested, 1% active | AID 2716;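 active means every valid replicate shows activation above 250% relative to neutral control wells; inactive means the rest, any valid replicate at or below 250%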;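 further: OY570 slx delta 5 strain wells were the positive control but not used for scaling; some compounds called inactive have numbers as strong as hits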
# OPRM1-OPRD1 ag – agonists of human mu-delta opioid receptor heterodimerization. 340,000 tested, 0.3% active. cells, OPRM1-OPRD1 heterodimerization, luminescence. P35372+P41143. activation, % at 9.3 µM. AID 504326; in the data active means activation above about 18%;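 further: 0% = vehicle-treated cells and 100% = reference agonist; values of inactives mirror those of a sister screen read the other way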
# PKA-R2B activ – PKA-R2B complex activation; P22694+P31323; PKA-R2B holoenzyme dissociation, Cy5-IP20 fluorescence polarization; R2B truncated from residue 108, S112A mutant; 0% DMSO only, 100% 113 µM cGMP; activation, % at 11.4 µM; 340,000 tested, 0.079% active;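 active means activation above a cutoff set at the mean over all compounds plus 3 SD, cut at about 18% in these data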;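 further: higher means more holoenzyme dissociation and a rise in polarization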
# Target sequence (P31323 whole entry, looked up, other chains not shown, the tested form may be a part): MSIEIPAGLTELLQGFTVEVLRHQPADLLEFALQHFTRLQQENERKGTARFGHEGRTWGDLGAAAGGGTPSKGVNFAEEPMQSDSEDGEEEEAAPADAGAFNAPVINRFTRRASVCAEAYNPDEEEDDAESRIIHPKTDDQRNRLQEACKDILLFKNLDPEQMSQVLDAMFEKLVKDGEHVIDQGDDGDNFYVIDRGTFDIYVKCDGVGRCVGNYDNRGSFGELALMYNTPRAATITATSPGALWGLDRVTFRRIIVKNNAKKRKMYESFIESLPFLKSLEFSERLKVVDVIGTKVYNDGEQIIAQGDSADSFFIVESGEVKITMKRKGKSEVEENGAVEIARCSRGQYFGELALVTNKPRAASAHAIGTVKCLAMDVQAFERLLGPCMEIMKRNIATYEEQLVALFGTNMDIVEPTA
# PfHsp90 yeast 2 – inhibits growth of yeast expressing Plasmodium falciparum Hsp90. S. cerevisiae expressing PfHsp90, BacTiter-Glo ATP, 48 h; yeast lacking PDR1 and PDR3 efflux regulators. inhibition, % at 9.4 µM. AID 504621. 310,000 tested, 0.32% active;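 active means every replicate shows inhibition above about 80%, whatever the replicate mean, limit read from the data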;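 further: 0% = DMSO neutral controls and 100% = 20 µM radicicol positive controls; yeast relying on Plasmodium falciparum Hsp90 in place of its own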
# OPRM1-OPRD1 inv – mu-delta opioid heterodimer inverse agonism; 340,000 tested, 0.21% active; cell-based MOR-DOR heterodimer luminescence; P35372+P41143; inhibition, % at 9.3 µM; in the data active means inhibition above about 22%, passing the limit was not always enough;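 further: 0% = cells with DMSO and 100% = wells without cells with DMSO; values of inactives mirror those of a sister screen read the other way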
# Ecoli viability – bacterial growth inhibition, counter-screen for AddAB inhibitors; AID 449728; inhibition, % at 11.9 µM; E. coli V3065 growth, OD600 absorbance, 18 h; 330,000 tested, 0.27% active;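 active means inhibition above the campaign's mean inhibition across all tested compounds plus 3 SD, cut at about 9.9% in these data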;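 further: uninfected addAB+ strain grown without phage in ampicillin broth; 0% = DMSO wells and 100% = ciprofloxacin 0.95 µg/ml wells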
# phage Ecoli inh – E. coli growth loss with phage present; growth absorbance; inhibition, % at 11.9 µM; 360,000 tested, 0.26% active; in the data active means inhibition above about 11%
# Tat export inh – inhibitors of E. coli Tat protein transport; AID 488895; 340,000 tested, 0.036% active; inhibition, % at 10 µM; E. coli MC4100 TorA-mCherry Tat export, fluorescence;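 active means mean replicate inhibition at least 50% and at least half of replicates individually reaching 50%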;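 further: exported cargo escapes ClpAP degradation while cytoplasmic cargo is degraded and loses fluorescence; 0% = median of neutral control wells and 100% = median of NaSCN control wells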
# An asterisk follows results filed as active; · = no result given.
SMILES,AddAB inh,HTR5A inv ctr,PKA-R1A activ,Mot1-301 SUMO,OPRM1-OPRD1 ag,PKA-R2B activ,PfHsp90 yeast 2,OPRM1-OPRD1 inv,Ecoli viability,phage Ecoli inh,Tat export inh
Fc1ccc(-c2nc3ccccc3c3nc4ccccc4n23)cc1,-1.1,0,-2,-19,-1.2,-6,28,6,-2.3,2.2,-9
CCCCn1c(SCC(=O)Nc2nnc(C)s2)nnc1-c1ccncc1,0.4,3,-8,-19,0.2,-6,0,-1,1.7,2.4,-12
Cc1cc(C)nc(SCc2cc(=O)c(OC(=O)c3ccc(S(=O)(=O)N(C)C)cc3)co2)n1,1.8,8,-1,131,-3.3,0,8,17,-0.3,4.0,-1
CC1CC(=O)c2cn3c(nc2C1)nc1ccccc13 (stereo unspecified),-1.0,11,-12,16,0.0,-5,-2,0,-1.3,0.0,-12
COc1ccc(N2C(=O)[C@H]3CCC=C[C@H]3[C@@H]2c2ccccc2Br)cc1,2.0,-6,-3,·,1.1,-1,-12,-5,-2.3,2.6,9
Cc1c(/C=N/NC(=O)c2cccnc2)c2ccccc2n1Cc1ccccc1,2.0,·,·,15,·,·,28,·,1.9,4.0,-3
NS(=O)(=O)CCCc1ccccc1,0.3,-17,-10,-19,-2.2,3,-7,12,-1.9,0.0,11
C1CCC2(CC1)C1=C(CCCC1)Nc1nnnn12,1.6,-17,-11,-29,-1.0,-11,0,4,1.3,3.3,10
CC(=NCCCN(C)C)C1=C(O)c2ccccc2C1=O,0.7,-53,1,-14,1.1,-4,6,-7,4.5,2.4,-7
COc1ccc(-c2nnc3sc(-c4ccccc4OC)nn23)cc1,3.9,4,0,36,-0.3,9,12,2,0.2,3.6,-8
CSc1nc(N)c2cn[nH]c2n1,·,3,-3,·,0.9,-3,-7,-5,·,2.9,2
CCCCNC(=S)N(Cc1c(C)noc1C)c1ccccc1,1.1,2,-1,-11,-1.3,-7,3,7,-2.4,3.3,-7
CC(C)(C)SCCNS(=O)(=O)c1ccc(C#N)cc1,-1.3,-16,2,-11,-2.1,4,3,11,-0.8,1.1,-2
CC1CCCN(C(=O)CSCC(=O)Nc2nc(-c3cccs3)cs2)C1 (stereo unspecified),-1.0,9,-5,20,1.2,2,-21,-7,1.7,1.3,-1
O=C(NCc1ccc(F)cc1)C1CCCN(S(=O)(=O)c2cccc3nsnc23)C1 (stereo unspecified),-0.5,-17,-6,3,-2.5,-4,8,14,-1.5,3.5,-4
COCCNC(=O)NC(=O)COC(=O)c1ccc2[nH]c3c(c2c1)CCCC3,-0.8,-15,-5,-9,0.6,-7,2,-3,0.4,2.7,9
Cc1cc(C(=O)Nc2c(C)cccc2C)n(-c2ccccc2)n1,0.6,3,4,21,-0.4,-1,32,3,1.8,0.8,1
COc1ccc(CN2C(=O)C(O)(CC(=O)c3c(C)n[nH]c3C)c3ccccc32)cc1OC (stereo unspecified),5.4,-2,-2,-18,-2.3,-5,·,12,0.3,2.0,3
COc1ccc(OC)c(Nc2ncnc3sccc23)c1,-0.4,0,7,-14,-1.4,-12,-20,6,0.9,3.8,-4
Cc1ccc(NC(=O)NN2CCN(C)CC2)cc1C,·,-16,8,-4,0.0,1,-35,0,·,-0.1,1
COc1ccc([N+](=O)[O-])c(O)c1C(C)=O,·,6,1,·,-2.7,-6,·,14,·,2.3,4
COC(=O)COC(=O)c1ccc(Oc2nc(OC)nc(N(C)C)n2)cc1,-0.5,5,-4,62,-1.9,-4,13,8,-0.2,2.7,-2
CCN(CC)C(=O)c1sc2[nH]c(=S)n(-c3ccccc3)c(=O)c2c1C,-1.0,6,-4,-10,-3.2,-3,1,18,-0.1,2.7,4
Cc1cc(C)cc(N(C(=O)c2ccccn2)C(C(=O)NC2CCCCC2)c2ccncc2)c1 (stereo unspecified),·,5,-2,·,1.8,0,14,-12,·,-0.9,4
CCOc1ccc(C(CC(=O)O)NC(=O)COc2ccc3ccccc3c2)cc1OC (stereo unspecified),2.6,-6,3,-16,-1.5,5,-2,9,2.7,0.4,-6
O=C(Nc1cccnc1)c1cc(-c2ccc(Cl)c(Cl)c2)on1,4.1,-6,-9,18,0.9,4,11,-5,-3.9,1.7,-8
C#CCOCCOCCOCCNc1nc(N2CCN(C(=O)[C@H](CCCCN)n3cc(C(N)[C@H](C)CC)nn3)CC2)nc(N2CCN(C(=O)[C@H](CCC(=O)O)n3cc(C(N)[C@H](C)CC)nn3)CC2)n1 (stereo partly specified),-0.6,2,-4,-11,0.3,-5,10,-2,-1.6,·,5
COc1ccc2c(C)c(Cc3ccccc3)c(=O)oc2c1OC,2.9,3,4,-9,2.1,2,19,-11,-1.3,4.1,6
NC(=O)C1(NC2CCCCC2)CCN(Cc2ccccc2)CC1,·,1,4,·,-2.1,-6,-7,9,·,2.5,4
COc1ccc(-c2nc(C#N)c(NCC3CCCO3)o2)cc1 (stereo unspecified),0.8,13,-2,-1,1.4,0,-14,-9,0.8,1.7,9
CNC(=O)N1CCC(C(=O)c2c(C)c(C)c(C)c(C)c2C)CC1,-0.5,-2,-10,15,-2.6,-1,-5,12,0.1,-0.2,-7
C=CCCOc1ccccc1C(N)=O,3.8,-9,0,5,-2.0,-8,-8,10,0.7,-0.4,0
CC1C(C)N(C(=O)CCCl)c2ccccc2N1C(=O)CCCl (stereo unspecified),·,4,7,·,-2.3,5,·,12,·,3.3,2
Cc1cccc(NC2=NC(=S)N(CC#N)C23CCCCC3)c1,-2.1,0,-5,4,-1.2,-5,-18,8,-2.4,2.9,2
O=C(Cn1c(=O)oc2ccccc21)N1CCCCC1,0.7,-34,-2,3,-2.0,2,-3,12,0.0,1.7,-3
COc1ccc2nc(SCC(=O)NC3(C#N)CCCCC3)[nH]c2c1,-0.3,1,-9,-1,-3.5,0,3,18,3.3,1.3,-3
COC(=O)c1ccc([C@H]2C=C(C(=O)O)O[C@@H](OCc3ccc(CO)cc3)C2)cc1,1.8,-8,-5,4,-3.4,-8,15,16,0.2,4.8,2
COc1cc(C(=O)Nc2ccc3c(c2)N(C(=O)CCN(C)C)c2ccccc2CC3)cc(OC)c1OC,0.2,-2,-5,13,-2.9,-7,7,14,-1.6,2.2,-2
O=C(NCCc1ccccc1)C1CCCN(C(=O)NC2CCCCC2)C1 (stereo unspecified),-0.3,14,2,-10,1.3,11,·,-6,-0.2,0.6,-6
CCO[C@@H]1OC(C(=O)NCc2ccccc2)=C[C@H](c2ccccc2)[C@H]1CCCO,-0.5,-11,-1,-9,-1.2,-4,6,7,-1.3,0.2,-1
Cc1cccc(NC(=O)Cn2c(=O)oc3ccccc32)c1,-1.5,1,-13,-1,-1.9,9,17,10,1.6,1.7,-1
COc1ccc(N2CC(C(=O)N[C@H](C(=O)NC(C)c3ccccc3)C(C)C)CC2=O)cc1 (stereo partly specified),2.7,-5,-8,-6,-0.7,12,-17,4,1.3,-1.1,5
O=C(NC1CC(=O)c2sccc21)c1ccc(Cl)cc1Cl (stereo unspecified),2.0,8,4,·,-1.6,5,3,7,0.6,0.3,-4
Cc1ccccc1NS(=O)(=O)c1cc(OCC(N)=O)c(C)cc1Cl,0.2,17,-5,2,-2.4,-6,7,13,0.7,2.8,3
O=C(COC(=O)C1CCCCC1)Nc1ccc([N+](=O)[O-])cc1,0.4,6,-3,·,3.2,-5,-54,-15,-0.2,0.2,2
COc1ccc(Cl)cc1NC(=O)CC(=O)Nc1cc(Cl)ccc1OC,3.9,-1,3,-1,5.4,-7,-87,-34,-0.8,2.7,6
CCCn1c(SCc2ccc(C(=O)OC)o2)nc2ccccc2c1=O,-0.5,8,-11,-6,-1.3,-1,28,7,-1.4,0.9,11
O=C(COC(=O)c1ccccc1)NCc1ccco1,-1.1,-6,-3,-26,-0.2,3,-5,1,-0.2,3.0,6
Cc1onc(-c2ccccc2Cl)c1C(=O)N1CC(C)OC(C)C1 (stereo unspecified),3.1,13,-1,134,-1.2,-7,·,7,1.0,·,-2
COc1ccccc1C(=O)NCC(C)(C)CN=C1NS(=O)(=O)c2ccccc21,2.7,-7,12,30,-0.6,4,3,3,0.8,3.7,-2
COc1cc(C(=O)NCc2ccc3c(c2)cc(C)n3C)cc(OC)c1OC,1.5,-8,-7,5,0.1,-6,-21,0,1.7,4.5,9
CC(=O)Nc1ccc(S(=O)(=O)NNC(=O)COc2ccc(C(C)(C)C)cc2)cc1,1.5,-10,2,-5,-3.3,0,7,14,0.6,1.9,-2
O=C(Nc1nc(-c2ccc3c(c2)OCO3)cs1)C1COc2ccccc2O1 (stereo unspecified),3.4,-5,-7,66,2.4,-7,6,-13,1.1,3.9,-2
O=C(COC(=O)c1cnccn1)c1ccccc1,·,19,6,·,-3.8,0,-9,19,·,0.9,-5
COc1ccc(S(=O)(=O)N[C@@H](CC(C)C)C(=O)O)cc1,1.1,3,4,5,-1.5,-5,-8,9,0.0,2.0,-6
O=C(Cn1c(=O)oc2ccccc21)N1CCN(c2ccccc2)CC1,0.1,-17,-3,198,-0.8,-15,1,5,-2.1,0.3,-2
Cc1cc(C)c(-c2csc(NC(=O)CCCc3nc4ccccc4c(=O)[nH]3)n2)c(C)c1,2.7,-5,9,18,4.3,7,·,-27,-0.6,4.5,6
CC(CC(=O)O)C(=O)c1ccc(Cl)c([N+](=O)[O-])c1 (stereo unspecified),0.2,-7,1,81,5.4,7,6,-25,0.3,1.2,11
CCC(=O)Nc1cc(C(=O)O)ccc1Sc1ccccc1,-0.5,-1,8,9,-2.5,1,8,12,2.3,3.2,2
CNC[C@H]1Oc2ccc(NC(=O)Nc3ccccc3)cc2CC(=O)N([C@H](C)CO)C[C@H]1C,2.2,12,-7,-1,-3.1,-2,-7,18,-0.3,2.5,-12
# (listing goes on)
SMILES,AddAB inh,HTR5A inv ctr,PKA-R1A activ,Mot1-301 SUMO,OPRM1-OPRD1 ag,PKA-R2B activ,PfHsp90 yeast 2,OPRM1-OPRD1 inv,Ecoli viability,phage Ecoli inh,Tat export inh
CC1=C(C(=O)OC(C)C)C(c2cccc([N+](=O)[O-])c2)n2c(cc(=O)[nH]c2=S)N1 (stereo unspecified),1.8,7,2,-2,-2.3,4,3,12,-2.1,3.6,-8
S=c1[nH]nc(-c2cccnc2)n1/N=C/c1cccs1,1.4,-3,-4,21,-2.7,-5,-3,13,-1.0,3.3,-4
CCc1cccc(CC)c1NC(=O)CN1CCN(S(=O)(=O)c2ccccc2)CC1,0.8,-6,3,-2,-3.6,-9,2,19,-2.2,3.0,6
COc1ccc(N2CCN(C(=O)CN(c3cccc(OC)c3)S(=O)(=O)c3ccccc3)CC2)cc1,1.0,-12,-7,-1,-0.2,1,14,1,1.6,2.3,-5

# Assay outcomes from PubChem BioAssay.
